PriA SSB inh: inhibitors of Klebsiella pneumoniae PriA binding to SSB C-terminal tail, primary screen, biochemical, AlphaScreen; 430,000 tested, 0.6% active; PriA–SSB C-terminal tail interaction (Klebsiella pneumoniae); inhibition, % at 33 µM; AlphaScreen SSBct-PriA binding, biotinylated peptide; in the data active means inhibition mostly above about 37%, no sharp cut-off; inactive means mostly below about 20%;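 further: plate controls were negative control peptide for no effect and reference peptide for full effect; strong numbers were not always called active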
Starred values were filed as active, the others as inactive; i = inactive; & = joins results of further samples. A portion of the library; count on the stated rates, not on these rows.

SMILES | PriA SSB inh
CCOC(=O)c1sc(N2C(=O)C(=O)C(=C(O)c3ccccc3)C2c2cccs2)nc1C (configuration not stated) | 7
O=C(CSc1nnc(SCc2cccc3ccccc23)s1)NN=Cc1c[nH]c2ccccc12 | 22
COc1cccc(CNC(=O)Cn2cnc3c(sc4cccc(Cl)c43)c2=O)c1 | 4
Cc1ccc(S(=O)(=O)N2CCC[C@H](C(=O)Nc3c4c(nn3-c3nc5ccccc5s3)CCC4)C2)cc1 | -10
CCOc1ccccc1-c1cc(C(=O)NN=C(C)c2cccnc2)c2ccccc2n1 | 5
COC(=O)N1CCc2ccccc2C1C(=O)Nc1ccc(S(C)(=O)=O)cc1 (configuration not stated) | 34
CCOC(=O)CN1CCN(c2nc3c(c(=O)[nH]c(=O)n3C)n2Cc2ccc(Cl)c(Cl)c2)CC1 | -17
Cc1ccc(C(=O)Nc2nnc(-c3ccc(Br)cc3)o2)c(C)c1 | -5
Cc1onc(-c2ccccc2Cl)c1C(=O)N1CCC(Oc2cnccn2)CC1 | -2
CSc1ccc(/C=N/Nc2ccc(S(=O)(=O)Nc3ccccc3C(=O)O)cc2[N+](=O)[O-])cc1 | i
Cc1cccc(CC(=O)N2CCN=C2SCc2ccccc2Cl)c1 | 0
Nn1c(SCC(=O)NC2CCCCC2)nnc(CCC(=O)O)c1=O | -5
COC(=O)C1CCN(C(=O)c2cc3c(=O)n(C)c(=O)n(C)c3s2)CC1 | -12&-6
O=C(Nc1ccc2c(c1)N(C(=O)C1CCCO1)CC2)c1ccccc1C(F)(F)F (configuration not stated) | -2
COc1ccc2c(c1)CCCC2=NNc1nc(C(=O)NN)cs1 | 1
O=C(Oc1ccccc1)Oc1ccc(N(C(=O)Oc2ccccc2)S(=O)(=O)c2cccc([N+](=O)[O-])c2)cc1 | 0
COc1ccc(C=NNC(=O)CN2CCCC2)cc1 | -17
CCCc1cc(N2CCN(CC)CC2)n2nc3nc(C)cc(C)c3c2n1 | -31
CCOc1ccc(N2CC(NS(=O)(=O)c3ccc([N+](=O)[O-])cc3)CC2=O)cc1 (configuration not stated) | -2
O=C(CCN1C(=O)/C(=C\c2ccccc2F)SC1=S)NC12CC3CC(CC(C3)C1)C2 | -6
CNC(=O)c1c(NC(=O)c2ccc(S(=O)(=O)N3CC(C)OC(C)C3)cc2)sc2c1CCC2 (configuration not stated) | -8
O=C(c1csc(-c2ccccc2)n1)N1CCCC(c2nnc(-c3ccsc3)o2)C1 (configuration not stated) | -7
COc1ccc(OC)c(-n2c(CNC(=O)c3ccco3)nnc2SCC(=O)Nc2cccc(C)c2)c1 | 7
O=C(Cn1ccc2ccccc21)N1CCC(Oc2ncccc2Cl)CC1 | 4
O=C(CN1C(=O)/C(=C\c2cccs2)SC1=S)NNC(=O)c1ccccc1O | 4
Cc1nc(-c2ccccc2NS(=O)(=O)C2CC2)cs1 | -15
O=C(CCSc1ccccc1)Nc1nnc(C2CCCCC2)o1 | -1
O=C(Nc1nc2ccc(Cl)cc2s1)c1cc(-c2ccccc2)on1 | -3
Cc1cc(C(=O)NCc2ccc([C@@H](O)c3ccco3)s2)c(C)o1 | 2
C/C=C\C(=O)NCc1nnnn1-c1ccccc1 | -5
COc1ccc(C=NNC(=O)CCCCCNC(=O)c2ccccc2)cc1 | 3
Cc1ccccc1Cn1cnc2c(cnn2CCNC(=O)C(C)(C)Oc2ccc(Cl)cc2)c1=O | 8
O=C(Cc1ccc(F)cc1)Nc1nc(-c2ccccc2)c(C(=O)c2ccccc2)s1 | 22
Cc1cc(C=Cc2ccc3cc(N(C)C)ccc3[n+]2C)c(C)n1-c1ccccc1 | 6
CCOc1ccccc1C(=O)Nc1cccc(-c2cn3ccsc3n2)c1 | 2
O=C(COc1ccc(Br)cc1)N(c1ccccc1)[C@@H]1C=CS(=O)(=O)C1 | -12
Cc1cc(C)n(CCN2CCCN(C(=O)Nc3ccccc3)CC2)n1 | -7
COc1ccccc1CNC(=O)Cc1csc(Nc2cccc(Cl)c2)n1 | 6
CCn1c(C)nc2cc(C(=O)NN=Cc3ccc(OC)c(O)c3)ccc21 | -4
COc1ccc(-c2c(NC(=O)c3cccc([N+](=O)[O-])c3)oc3ccccc3c2=O)cc1OC | -5
Cc1cccc(Cn2cnc3c(cnn3CCNC(=O)c3ccco3)c2=O)c1 | -14
CC(C)(C)c1cc(C(=O)CSc2nncn2-c2ccccc2)cc(C(C)(C)C)c1O | -8&1
Cn1cc(S(=O)(=O)NCC2(c3cccs3)CCCC2)cn1 | -16
Cc1cc(NC(=O)c2ccc(S(=O)(=O)N3CCOCC3)cc2)n(C(C)C)n1 | -12&-3
O=C(CN1CCN(c2ccccc2)CC1)NN=Cc1cccc(F)c1 | 1
COCCN1CCC(CNC(=O)c2ccccc2)CC1 | -10
COC(=O)N1CCc2ccc(NC(=O)Cc3ccc(S(=O)(=O)C(C)C)cc3)cc2C1 | -4
C=Cc1ccc(Cn2ccn3nc(-c4ccc(OCC)cc4)cc3c2=O)cc1 | -21
CCOC(=O)c1cc([N+](=O)[O-])sc1NC(=O)c1ccc(SC)cc1 | -8
COc1ccccc1N1CCN(c2ncnc3sc(C)c(-c4ccc(F)cc4)c23)CC1 | 8
CC(=O)c1cccc(NC(=O)N2C[C@H]3C[C@H](C2)c2cccc(=O)n2C3)c1 | -14
Cc1ccc(C)c(S(=O)(=O)NCc2ccc(C(=O)Nc3ccc(Br)cc3F)cc2)c1 | 2
COc1ccc(C=NNC(=O)C(C)Sc2ccccn2)cc1[N+](=O)[O-] (configuration not stated) | 2
CC(C)(Oc1ccc(Cl)cc1)C(=O)NC[C@@](O)(c1ccco1)C1CC1 | -12
O=C(O)CC1SC(=N/N=C/c2ccccn2)NC1=O (configuration not stated) | i
Cn1ccc(C(=O)Nc2nc(-c3ccncc3)cs2)n1 | 6
Cc1ccc(C(=O)Cn2c(C)csc2=Nc2ccccc2)c(C)c1 | 15
COc1ccc(Cl)cc1C(=O)Nc1sc(SCC(N)=O)nc1-c1ccccc1 | -3
CN(C)C(CNC(=O)C(=O)Nc1ccc2c(c1)N(S(C)(=O)=O)CCC2)c1ccc2c(c1)CCO2 (configuration not stated) | -16
COc1ccc2ccccc2c1C=NNC(=O)c1cccnc1 | -6

Carrying on:
SMILES | PriA SSB inh
Nc1nc(SCC(=O)Nc2ccc(Cl)cc2)ncc1S(=O)(=O)c1cccs1 | 1
Cc1cc(C(=O)NN=C2CC(C)CC(C)(C)C2)c(C)o1 (configuration not stated) | -8
O=C(c1cc(-c2ccco2)[nH]n1)N1CCC(S(=O)(=O)c2ccccc2)CC1 | -8
Cc1cc(C(O)CCNC(=O)Cn2c(=O)oc3ccccc32)c(C)o1 (configuration not stated) | -8
CCn1c(SCC(=O)Nc2sc(-c3ccccc3)cc2C(N)=O)nc2sc3c(c2c1=O)CCC(C)C3 (configuration not stated) | 1
Cn1cc(-c2cccs2)nc1CCNC(=O)c1nc2ccccc2s1 | -3
O=C(NCCc1ccc(N2CCCC2)cc1)C(=O)Nc1cccc(C(F)(F)F)c1 | -10
O=S(=O)(Cc1ccco1)C1CCN(S(=O)(=O)CCCOc2ccccc2)CC1 | 87*
COc1ccc(S(=O)(=O)Nc2ccc3c(c2)CN(C(=O)C(C)C)CC3)c(OC)c1 | 5
CCCN1C(SCC(=O)Nc2cccc(OC)c2)=NS(=O)(=O)c2ccccc21 | 10
COCc1cc(C)nc(OCC(=O)NN=Cc2ccc(-c3cc([N+](=O)[O-])ccc3Cl)o2)c1C#N | -11
O=C(c1ccc(-n2cccc2)cc1)N1CCC(Oc2ncccc2Br)CC1 | 5
CCOc1ccc(C(=O)c2c(N)c(-c3nc(-c4ccc5c(c4)OCO5)cs3)c3ccccn23)cc1 | -8
CCOc1ccc(NC(=O)NCCn2nc(-c3ccncc3)ccc2=O)cc1 | -16
CC(C)(C)c1cc(C(c2ccccn2)N2CCCCC2)cc(C(C)(C)C)c1O (configuration not stated) | 0

Fetched one by one from the entries so far (two):
SMILES | PriA SSB inh
CCOc1ccccc1-c1cc(C(=O)NN=C(C)c2cccnc2)c2ccccc2n1 | 5
COC(=O)C1CCN(C(=O)c2cc3c(=O)n(C)c(=O)n(C)c3s2)CC1 | -12&-6

Structural class, the entries above containing an aryl methoxy group (14)
SMILES | PriA SSB inh
COc1cccc(CNC(=O)Cn2cnc3c(sc4cccc(Cl)c43)c2=O)c1 | 4
COc1ccc2c(c1)CCCC2=NNc1nc(C(=O)NN)cs1 | 1
COc1ccc(C=NNC(=O)CN2CCCC2)cc1 | -17
COc1ccc(OC)c(-n2c(CNC(=O)c3ccco3)nnc2SCC(=O)Nc2cccc(C)c2)c1 | 7
COc1ccc(C=NNC(=O)CCCCCNC(=O)c2ccccc2)cc1 | 3
COc1ccccc1CNC(=O)Cc1csc(Nc2cccc(Cl)c2)n1 | 6
CCn1c(C)nc2cc(C(=O)NN=Cc3ccc(OC)c(O)c3)ccc21 | -4
COc1ccc(-c2c(NC(=O)c3cccc([N+](=O)[O-])c3)oc3ccccc3c2=O)cc1OC | -5
COc1ccccc1N1CCN(c2ncnc3sc(C)c(-c4ccc(F)cc4)c23)CC1 | 8
COc1ccc(C=NNC(=O)C(C)Sc2ccccn2)cc1[N+](=O)[O-] (configuration not stated) | 2
COc1ccc(Cl)cc1C(=O)Nc1sc(SCC(N)=O)nc1-c1ccccc1 | -3
COc1ccc2ccccc2c1C=NNC(=O)c1cccnc1 | -6
COc1ccc(S(=O)(=O)Nc2ccc3c(c2)CN(C(=O)C(C)C)CC3)c(OC)c1 | 5
CCCN1C(SCC(=O)Nc2cccc(OC)c2)=NS(=O)(=O)c2ccccc21 | 10

Remaining list, next part:
SMILES | PriA SSB inh
O=C(Nc1nnc(C2CCCO2)o1)C1CCN(S(=O)(=O)c2cccs2)CC1 (configuration not stated) | -1
COc1ccc(NC(=O)Oc2ccccc2)cc1N1CCCCC1=O | 8
CN1C(=O)CCc2cc(NS(=O)(=O)Cc3ccc(Cl)cc3)ccc21 | 3
Cc1nnc(C)n1N=Cc1ccc2c(c1)OCCO2 | -10
CCN(CC)C(=O)CSc1nnc2c(=O)n(Cc3ccc(F)cc3)ccn12 | -5
Cc1cccc(NC(=O)c2ccc(=O)n(Cc3ccc(F)cc3)n2)n1 | -5
COc1nn(C)cc1C(=O)Nc1nccs1 | -4
O=C(O)C(Br)C12CC3CC(CC(Br)(C3)C1)C2 (configuration not stated) | -4
CC(=O)Nc1ccc(SCCCC(=O)Nc2nc(C)cs2)nn1 | -5
Cc1ccc(NC(=O)c2n[nH]nc2Nc2ccc(F)cc2)c(Br)c1 | -8
CCCOc1ccc(S(=O)(=O)NCC2CCN(Cc3cccs3)CC2)cc1 | -15
C(=C\c1nc2ccccc2n1CCCOc1ccccc1)/c1ccccc1 | -88
Cc1cc(C(=O)NN=Cc2cccnc2)cs1 | 13
Cc1ccc(-c2ccc(=O)n(Cc3nc(-c4ccccc4Br)no3)n2)cc1 | -23
CC(=O)c1ccc(NC(=O)c2cc([N+](=O)[O-])cc([N+](=O)[O-])c2)cc1 | 16
COC(=O)c1ccc2nc(NC(=O)c3cc(OC)c(OC)c(OC)c3)sc2c1 | -6
CCOc1ccc(C(=O)Nc2ccc(-c3nnc(CC)o3)cc2)cc1 | -1
O=C(NCCn1ccnc1-c1ncccn1)c1ccc(Cl)s1 | 5
COc1coc(C(=O)Nc2nc(-c3ccccn3)cs2)cc1=O | 87*
CC(C)(C)c1cc(C(=O)CSc2nnnn2-c2ccccc2)cc(C(C)(C)C)c1O | -7
COC(=O)c1ccccc1-c1ccc(/C=C/c2cc(C(=O)O)c3ccccc3n2)o1 | -21
CCCc1nnsc1C(=O)Nc1cccc(-c2cnc3n2CCC3)c1 | -5
COc1ccc(CNC(=O)c2cnn3c(-c4ccc(C)c(C)c4)ccnc23)cc1 | -10
CC(Cn1nnc([N+](=O)[O-])n1)=NNC(=O)c1cccc(Cl)c1 | -17
Cc1nnc(-c2cn(CC(=O)N3CCCc4ccccc43)c3ccccc23)o1 | -1
O=C(C1CCCN(S(=O)(=O)c2ccc(Cl)s2)C1)N(Cc1ccccc1)Cc1ccccc1 (configuration not stated) | 2&12
NCc1n[nH]c(=O)c2ccccc12 | -4&-2
C=C(C)CN1CCN(c2ncnc3scc(-c4ccc(Cl)cc4)c23)CC1 | -21
C=CCN1C(=O)C(C)(C)COc2cc(NS(=O)(=O)Cc3ccccc3)ccc21 | -5
Cc1nn(C)c(C)c1S(=O)(=O)NCC1CCN(S(=O)(=O)c2cccnc2)CC1 | 5
CC(Oc1ccc(Cl)cc1Cl)C(=O)NN=C1CCCc2ccccc21 (configuration not stated) | -18
Cc1cccc(C(=O)Nc2nc(-c3ccccn3)cs2)c1[N+](=O)[O-] | 97*
CCc1ccc(N(C)S(=O)(=O)c2ccsc2-c2nc(-c3cc(OC)cc(OC)c3)no2)cc1 | -4
COc1ccc(C(=NO)c2ncc(C(F)(F)F)cc2Cl)cc1 | 7
COc1cc(C(=O)N2CCC3(CC2)NC(=O)c2ccc(F)cc2N3C)cc(OC)c1OC | -11
O=C(Cn1ncccc1=O)N1CCc2nc3ccccn3c(=O)c2C1 | -10
O=C(NCCn1ncc2c(=O)n(Cc3ccccc3F)cnc21)c1ccc(C(F)(F)F)cc1 | 5
O=C(CC1CCCCN1S(=O)(=O)c1cccs1)NCc1ccc(Cl)cc1 (configuration not stated) | -12
Fc1ccc(-c2csc3ncnc(N4CCN(CCOC(c5ccccc5)c5ccccc5)CC4)c23)cc1 | -2
CCOC(=O)c1c(-c2ccc(C)o2)csc1NC(=O)CSc1ncnc2sc3c(c12)CCCC3 | -7
Cn1c(SCC(=O)Nc2cccc(C(F)(F)F)c2)nc2c(-c3ccccc3)csc2c1=O | -3
Cc1cc(=O)[nH]c(N=NC(=NNc2ccc(O)cc2)c2ccccc2)n1 | 44
CS(=O)(=O)N1CCC(C(=O)NCCCN2CCN(c3ccccc3)CC2)CC1 | 5
COc1cc(NC(=O)N2CCC(c3nnc(C4CC4)s3)CC2)cc(OC)c1OC | -26&-16
COCCN1CCC(CNS(=O)(=O)c2ccccc2)CC1 | -25
Cc1nccn1-c1ccc(C(=O)Nc2ccccc2F)nn1 | -5

Screens (PubChem)
